IDE exosite FP = insulin-degrading enzyme (human) exo-site inhibition. purified IDE, FL-6b probe fluorescence polarization; active compounds read low. z-score at 20 µM. 17,000 compounds, 6.3% hits. P14735;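 active = z-score of -3 or lower, meaning strong loss of probe binding signal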;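 note: His-tagged human IDE residues 42-1019 made in E. coli with 30 nM FL-6b probe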
Target sequence (P14735 42-1019 limits assumed): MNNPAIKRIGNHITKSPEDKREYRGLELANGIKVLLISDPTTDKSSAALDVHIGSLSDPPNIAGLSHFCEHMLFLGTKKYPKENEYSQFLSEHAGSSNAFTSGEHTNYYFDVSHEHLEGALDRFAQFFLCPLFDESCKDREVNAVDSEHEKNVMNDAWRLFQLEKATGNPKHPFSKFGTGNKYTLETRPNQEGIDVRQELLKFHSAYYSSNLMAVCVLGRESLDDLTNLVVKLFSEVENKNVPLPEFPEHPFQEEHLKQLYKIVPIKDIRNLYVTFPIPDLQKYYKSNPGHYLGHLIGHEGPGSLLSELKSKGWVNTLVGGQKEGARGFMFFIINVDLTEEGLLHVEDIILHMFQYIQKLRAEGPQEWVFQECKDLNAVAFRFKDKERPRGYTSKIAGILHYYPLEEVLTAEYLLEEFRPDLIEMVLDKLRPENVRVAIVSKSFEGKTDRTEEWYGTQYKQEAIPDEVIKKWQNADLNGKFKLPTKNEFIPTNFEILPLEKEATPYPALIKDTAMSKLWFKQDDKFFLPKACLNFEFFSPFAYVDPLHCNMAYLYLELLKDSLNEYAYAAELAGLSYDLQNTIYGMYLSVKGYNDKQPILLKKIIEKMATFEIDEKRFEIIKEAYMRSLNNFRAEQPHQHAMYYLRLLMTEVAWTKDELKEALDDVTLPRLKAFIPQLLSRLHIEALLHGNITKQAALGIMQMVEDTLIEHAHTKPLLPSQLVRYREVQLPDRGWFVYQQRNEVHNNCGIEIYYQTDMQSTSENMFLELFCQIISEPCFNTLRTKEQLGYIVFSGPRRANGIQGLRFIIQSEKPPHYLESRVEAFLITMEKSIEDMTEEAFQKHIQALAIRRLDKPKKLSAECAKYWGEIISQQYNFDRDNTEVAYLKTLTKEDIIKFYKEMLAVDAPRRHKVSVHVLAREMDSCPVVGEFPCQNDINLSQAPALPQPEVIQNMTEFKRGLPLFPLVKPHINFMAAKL
* hit, by the source's call; & = joins results of further samples. A portion of the library. The share of hits here may be higher or lower than overall.

SMILES	IDE exosite FP
CN(C)CC#Cc1ccc([C@H]2[C@@H](CO)N3C(=O)CN(C(=O)Cc4ccccc4)C[C@H]23)cc1	0.0952
CCCC#Cc1ccc([C@@H]2[C@@H](CO)N3C(=O)CN(C(=O)c4cccnc4)C[C@@H]23)cc1	0.427
O=C1CN(S(=O)(=O)c2ccccc2)C[C@@H]2[C@@H](c3ccc(C#Cc4ccccc4)cc3)[C@H](CO)N12	4.24
Cc1ccccc1-c1ccc(C2[C@@H]3CN(C(=O)Nc4cccc(F)c4)C[C@H]2N3)cc1 (some centres undefined)	-6.41*
COc1ccc(-c2ccc3n(c2=O)C[C@H]2[C@H](CO)[C@@H](C(=O)NCC4CC4)N(C(=O)NC(C)C)[C@@H]32)cc1	0.449
COc1ccc(NC(=O)N2CC[C@@H]3[C@H]2c2cc(C4=CCCCC4)ccc2N(C)[C@H]3CO)cc1	-0.0609
O=C(C1CC1)N1CC(=O)N2[C@H](CO)[C@H](c3ccc(C#CC4CCCC4)cc3)[C@@H]2C1	3.05
CCN(C[C@H]1[C@@H](c2ccc(-c3ccccc3)cc2)[C@@H](CO)N1C(C)=O)C(C)=O	-0.0797
O=S(=O)(c1cccc(F)c1)N1[C@@H]2CNC[C@H]1C2c1ccc(-c2ccncc2)cc1 (some centres undefined)	4.41&3.79
COc1ccc(C[C@H]2CCc3cnnn3COCCNC2=O)cc1	1.99
CC(C)C#Cc1ccc([C@H]2[C@H](CO)N3C(=O)CN(C(=O)Cc4cccnc4)C[C@@H]23)cc1	3.76
O=C(Cc1ccccc1)N1CC(=O)N2[C@H](C1)[C@H](c1ccc(C#CCc3ccccc3)cc1)[C@@H]2CO	-3.58*
CNC(=O)C[C@@H]1CC[C@@H]2[C@H](COc3ccc(NS(=O)(=O)c4ccc(F)cc4)cc3C(=O)N2C)O1	-0.325
CC(C)NC(=O)N1[C@@H]2CNC[C@H]1C2c1ccc(-c2ccc(C#N)cc2)cc1 (some centres undefined)	3.92
COc1ccccc1-c1ccccc1[C@@H]1[C@H](C#N)N(C(=O)CN(C)C)[C@H]1CO	-0.82
COc1ccccc1-c1ccccc1[C@@H]1[C@@H](C#N)N(C(=O)C2CCC2)[C@H]1CO	3.9
CN(C)CC#Cc1ccc([C@@H]2[C@H]3CN(CC4CCOCC4)CCCCN3[C@H]2CO)cc1	1.58
O=C(Nc1ccc(F)cc1)N1CC(=O)N2[C@@H](CO)[C@@H](c3ccc(-c4ccccc4)cc3)[C@@H]2C1	-0.633
CN1C(=O)c2cc(NS(C)(=O)=O)ccc2OC[C@H]2O[C@@H](CC(=O)N3CCOCC3)CC[C@H]21	1.1
CCC(=O)N1CC2(C1)CN(Cc1cccc(Cl)c1)[C@@H](CO)c1[nH]c3cc(OC)ccc3c12	-3.34*
C/C=C/c1ccc([C@H]2[C@@H](CO)N(CCC)[C@@H]2CN(CC)C(=O)c2ccccn2)cc1	4.01
CCCNC(=O)N1C[C@@H]2[C@H](c3ccccc31)[C@H](CO)N2C(=O)CN1CCOCC1	0.286
O=C1CN(Cc2ccccc2)C[C@@H]2[C@H](c3ccc(-c4ccccc4F)cc3)[C@H](CO)N12	0.254
CCCN(C)C[C@@H]1Oc2ncc(-c3cccc(OC)c3)cc2C(=O)N([C@H](C)CO)C[C@@H]1C	0.282
CN(C)C(=O)c1ccc(-c2ccc([C@@H]3[C@@H](CO)N4CCCCN(CC5CC5)C[C@H]34)cc2)cc1	1.39

In a second layout: results already given.
CCC(=O)N1CC2(C1)CN(Cc1cccc(Cl)c1)[C@@H](CO)c1[nH]c3cc(OC)ccc3c12
  IDE exosite FP: -3.34*

C/C=C/c1ccc([C@H]2[C@@H](CO)N(CCC)[C@@H]2CN(CC)C(=O)c2ccccn2)cc1
  IDE exosite FP: 4.01

CCCNC(=O)N1C[C@@H]2[C@H](c3ccccc31)[C@H](CO)N2C(=O)CN1CCOCC1
  IDE exosite FP: 0.286

O=C1CN(Cc2ccccc2)C[C@@H]2[C@H](c3ccc(-c4ccccc4F)cc3)[C@H](CO)N12
  IDE exosite FP: 0.254

Back to the main list; the two compounds before the break are reprinted first.
SMILES	IDE exosite FP
CCCN(C)C[C@@H]1Oc2ncc(-c3cccc(OC)c3)cc2C(=O)N([C@H](C)CO)C[C@@H]1C	0.282
CN(C)C(=O)c1ccc(-c2ccc([C@@H]3[C@@H](CO)N4CCCCN(CC5CC5)C[C@H]34)cc2)cc1	1.39
CCC(=O)N1CC(=O)N2[C@H](CO)[C@@H](c3ccc(-c4ccc(C(=O)N(C)C)cc4)cc3)[C@H]2C1	2.34
CCCNC(=O)C[C@@H]1CC[C@@H]2[C@H](COC[C@@H](O)CN2C(=O)c2ccc(F)cc2)O1	0.0731
CCNC[C@H]1[C@@H](c2ccccc2)[C@@H](CO)N1C(=O)Cc1ccccn1	1.36
O=C(CC1CC1)N1CC(=O)N2[C@H](C1)[C@H](c1ccc(/C=C/c3ccccc3)cc1)[C@@H]2CO	-3.79*
C[C@@H]1CCCCO[C@@H](CN(C)Cc2ccncc2)[C@H](C)CN([C@H](C)CO)C(=O)c2cc(NC(=O)Cc3ccccc3)ccc2O1	-1.12
O=C(Cc1ccccn1)N1CC[C@@H]2[C@H]1c1cc(-c3cccc(F)c3)ccc1N[C@@H]2CO	-0.128
CO[C@@H]1CN(C)C(=O)c2cc(NC(=O)c3cc(C)on3)ccc2OC[C@@H](C)N(C(=O)C2CCC2)C[C@H]1C	-1
O=C(C1CCOCC1)N1CC(=O)N2[C@H](CO)[C@@H](c3ccc(C#CC4CCCCC4)cc3)[C@H]2C1	0.643
CN(C)CC#Cc1ccc([C@@H]2[C@H](CO)N3C(=O)CN(C(=O)Cc4cccnc4)C[C@@H]23)cc1	0.864
O=C(C[C@H]1CC[C@@H]2NC[C@H](O)COC[C@H]2O1)NCc1ccc2c(c1)OCO2	-0.0557
CN(C)CC(=O)N1[C@@H](C#N)[C@@H](c2ccc(-c3ccccc3F)cc2)[C@@H]1CO	0.952
N#C[C@@H]1[C@@H](c2ccc(C#Cc3ccc(F)cc3)cc2)[C@H](CO)N1C(=O)C1CCCC1	5.4
COCC(=O)N1[C@H](C#N)[C@H](c2ccc(C3=CCCCC3)cc2)[C@@H]1CO	2.48
Cc1ccccc1-c1ccccc1[C@H]1[C@@H](CO)N(C(=O)c2ccccc2)[C@H]1C#N	1.31
CN1C(=O)c2cc(NC(=O)Nc3ccc(Cl)cc3)ccc2OC[C@H]2O[C@H](CC(=O)NCCN3CCCCC3)CC[C@@H]21	0.801
Fc1cccc(-c2ccc([C@@H]3[C@@H]4CN(Cc5nccs5)C[C@H]3N4)cc2)c1	-0.74
COc1ccc2c3c([nH]c2c1)[C@H](CO)N(Cc1ccccn1)CC31CN(Cc2cccc(F)c2)C1	-1.64
CC(C)C#Cc1ccc([C@H]2[C@@H](C#N)N(C(=O)C3CCC3)[C@H]2CO)cc1	0.714
CC(=O)N1[C@H](CO)[C@@H](c2ccccc2)[C@@H]1CN(CC1CCC1)C(=O)CN(C)C	-1.07
C[C@@H]1CN([C@H](C)CO)C(=O)c2ccccc2-c2ccccc2CO[C@H]1CN(C)C(=O)NC1CCCCC1	1.7
O=S(=O)(c1ccc(F)cc1)N1CCCCN2[C@@H](CO)[C@H](c3ccc(-c4ccccc4)cc3)[C@@H]2C1	1.31
Cc1cccc(-c2ccc([C@H]3[C@H]4CN(S(=O)(=O)c5cn(C)cn5)CCCCN4[C@H]3CO)cc2)c1	1.4
CN1C(=O)c2cc(NC(=O)C3CCOCC3)ccc2OC[C@@H]2O[C@@H](CC(=O)NCc3ccccc3F)CC[C@H]21	-0.799
COc1ccccc1C#Cc1ccc([C@@H]2[C@@H](CO)N3CCCCN(CCC(F)(F)F)C[C@H]23)cc1	-2.59
CN1C(=O)c2cc(NS(C)(=O)=O)ccc2OC[C@@H]2O[C@@H](CC(=O)N3CCOCC3)CC[C@@H]21	-5.06*

No new results follow: an excerpt of the list.
SMILES	IDE exosite FP
CN1C(=O)c2cc(NC(=O)Nc3ccc(Cl)cc3)ccc2OC[C@H]2O[C@H](CC(=O)NCCN3CCCCC3)CC[C@@H]21	0.801
Fc1cccc(-c2ccc([C@@H]3[C@@H]4CN(Cc5nccs5)C[C@H]3N4)cc2)c1	-0.74

Next part
SMILES	IDE exosite FP
C/C=C/c1ccc([C@@H]2[C@@H](CO)N3C(=O)CN(C(=O)c4cnccn4)C[C@H]23)cc1	1.49
O=C(C[C@@H]1CC[C@H]2[C@@H](COC[C@@H](O)CN2Cc2ccc(C(F)(F)F)cc2)O1)N1CCc2ccccc2C1	0.785
O=C(C1CC1)N1CC(=O)N2[C@H](CO)[C@H](c3ccc(C#Cc4cccc(F)c4)cc3)[C@@H]2C1	-4.18*
CN1C(=O)c2cc(NC(=O)c3ccc(C(F)(F)F)cc3)ccc2OC[C@H]2O[C@H](CC(=O)NCc3ccc4c(c3)OCO4)CC[C@@H]21	-0.977
N#C[C@H]1[C@H](c2ccc(C#Cc3cccc(F)c3)cc2)[C@@H](CO)N1C(=O)C1CCC1	-0.201
CO[C@@H]1CN(C)C(=O)c2cc(NC(=O)c3nc4ccccc4s3)ccc2OC[C@@H](C)NC[C@@H]1C	-0.522
O=S(=O)(c1cccs1)N1CCCCN2[C@H](C1)[C@@H](c1ccc(/C=C/c3ccccc3)cc1)[C@@H]2CO	-0.474
CC(C)CC#Cc1ccc([C@H]2[C@H](CO)N3C(=O)CN(C(=O)NC4CCCCC4)C[C@@H]23)cc1	0.265
O=C(c1cccc(F)c1)N1CC2(C1)[C@@H](c1ccccc1)[C@@H](CO)N2Cc1ccccn1	-0.00565
Cc1ccc(S(=O)(=O)N(C)C[C@H]2Oc3cc(C#CC4CCCC4)ccc3S(=O)(=O)N([C@H](C)CO)C[C@@H]2C)cc1	0.201
CS(=O)(=O)N1CCCCN2[C@H](C1)[C@H](c1ccc(Br)cc1)[C@@H]2CO	-0.69
COc1ccc(C[C@H]2CCn3nncc3COC[C@@H](CC(C)C)NC2=O)cc1	-0.501
C[C@@H]1CCCCO[C@H](CN(C)S(=O)(=O)c2ccccc2)[C@@H](C)CN([C@@H](C)CO)C(=O)c2cc(NC(=O)Nc3ccc4c(c3)OCO4)ccc2O1	1.45
CC(C)NC(=O)Nc1ccc2c(c1)C(=O)N([C@@H](C)CO)C[C@H](C)[C@H](CN(C)C(=O)C1CCCCC1)OCCCC[C@H](C)O2	1.22
O=C(C1CCC1)N1CC2(C1)[C@@H](c1ccccc1)[C@@H](CO)N2Cc1nccs1	1.29
COc1ccc2c3c([nH]c2c1)[C@H](CO)N(Cc1nccs1)CC31CCN(C(=O)C2CCCCC2)CC1	-0.967
COc1ccc2c3c([nH]c2c1)[C@H](CO)N(C(=O)c1cccnc1)CC31CN(C(=O)Nc2cccc(F)c2)C1	-0.367
CCc1nc(N2[C@H](C#N)[C@@H](c3ccccc3-c3ccc(F)cc3)[C@H]2CO)sc1C	-0.792
Cc1noc(C)c1NC(=O)Nc1ccc2c(c1)C(=O)N(C)[C@@H]1CC[C@@H](CC(=O)N[C@@H]3CCN(Cc4ccccc4)C3)O[C@@H]1CO2	0.0308
O=C(c1ccccn1)N1CC[C@@H]2[C@H](CO)Nc3ccc(C#Cc4cccnc4)cc3[C@@H]21	-0.566
COC(=O)c1ccc(CN2CC(=O)N3[C@H](CO)[C@H](c4ccc(Br)cc4)[C@@H]3C2)cc1	-0.792
C[C@H]1CN([C@@H](C)CO)C(=O)c2c(c3ccccc3n2C)-c2ccccc2CO[C@H]1CN(C)S(=O)(=O)c1ccc([N+](=O)[O-])cc1	-1.21
Cc1cc(C(=O)Nc2ccc3c(c2)C(=O)N(C)[C@@H]2CC[C@H](CC(=O)O)O[C@H]2CO3)no1	-0.177
N#C[C@@H]1[C@H](c2ccccc2)[C@H](CO)N1C(=O)Cc1ccccc1	0.48
N#C[C@H]1[C@@H](c2ccc(C3=CCCC3)cc2)[C@H](CO)N1C(=O)c1ccccn1	0.123
SMILES	IDE exosite FP
COc1ccc(-c2ccc([C@H]3[C@@H](C#N)N(C(=O)C4CCC4)[C@@H]3CO)cc2)cc1	4.65
COc1ccc(CN2C[C@H](O)COC[C@@H]3O[C@H](CC(=O)N(C)C)CC[C@H]32)cc1	-0.967
CCN(C[C@@H]1N[C@H](CO)[C@H]1c1ccc(C2=CCCC2)cc1)C(=O)c1ccncc1	-0.0104
COc1ccc2c3c(n(C)c2c1)[C@H](CO)N(C(=O)c1ccccc1)CC31CCN(C(=O)c2ccccc2)CC1	1.03
CO[C@@H](C(=O)N(C)C[C@@H]1OCc2ccccc2-c2ccccc2C(=O)N([C@H](C)CO)C[C@@H]1C)c1ccccc1	1.61
CCC(=O)N1CCCCN2[C@@H](CO)[C@@H](c3ccc(C#Cc4ccccc4F)cc3)[C@@H]2C1	-8.15*
COc1ccc2c3c(n(C)c2c1)[C@@H](CO)N(C(=O)Nc1ccc(F)cc1)CC31CCN(C(=O)Nc2ccc(F)cc2F)CC1	0.0279
O=C(CN1CCOCC1)N1CC(=O)N2[C@H](C1)[C@@H](c1ccc(-c3cccc(F)c3)cc1)[C@@H]2CO	-1.54
Cc1noc(C)c1S(=O)(=O)N(C)C[C@@H]1OCCCC[C@@H](C)Oc2ccc(N(C)C)cc2C(=O)N([C@H](C)CO)C[C@H]1C	0.56
COCC(=O)N1[C@@H](C#N)[C@@H](c2ccccc2-c2ccccc2)[C@@H]1CO	1.11
N#C[C@H]1[C@H](c2ccccc2)[C@H](CO)N1C(=O)c1ccccc1F	-1.26
Cc1ccc(S(=O)(=O)NCC[C@@H]2CC[C@@H](NC(=O)c3cccnc3)[C@@H](CO)O2)cc1	3.33
C[C@@H]1CN([C@H](C)CO)C(=O)c2cc(NS(=O)(=O)c3ccc(Cl)cc3)ccc2O[C@@H](C)CCCCO[C@@H]1CN(C)Cc1ccncc1	0.508
O=C(CN1CCOCC1)N1CCCCN2[C@@H](CO)[C@H](c3ccc(-c4ccccc4F)cc3)[C@@H]2C1	-0.34

Screens from PubChem BioAssay.
